PGC1a acetyl inh = PGC1a acetylation modulation, inhibitor mode | U2OS PGC1a acetylation, AlphaScreen anti-acetyl-lysine; with virally co-expressed GCN5 acetyltransferase | inhibition, % at 15.6 µM | actives 0.17% (n = 350,000) | AID 651687;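 active means every replicate shows inhibition of at least 40%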;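 further: 0% = neutral control wells and 100% = positive control wells; some results beyond the cut were filed as inactive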
LGR2 antag = blocks bursicon-induced cAMP signaling via Drosophila LGR2. HEK293 LGR2, CRE-luciferase, bursicon-stimulated, 4 h. inhibition, % at 9.99 µM. actives 0.35% (n = 380,000). AID 720647;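 active means drop in luminescence signal, shown as inhibition above about 50% in the replicate tests, limit read from the data, passing the limit was not always enough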;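 further: agonist challenge used bursicon conditioned medium at about half maximal strength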
Casp6 inh = blocks human caspase-6 cleavage activity; actives 0.53% (n = 350,000); purified caspase-6, Z-VEID-R110 cleavage fluorescence; inhibition, % at 12.5 µM;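 active means mean inhibition across replicates at least about 35%, with every replicate also reaching that limit, limit read from the data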;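 further: 0% = median of neutral control wells and 100% = no fluorescence left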
Target sequence (P55212 24-179 limits assumed): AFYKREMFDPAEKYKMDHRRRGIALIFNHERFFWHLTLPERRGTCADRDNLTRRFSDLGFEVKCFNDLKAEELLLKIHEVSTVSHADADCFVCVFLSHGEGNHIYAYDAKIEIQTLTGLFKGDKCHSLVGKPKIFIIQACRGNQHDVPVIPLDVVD
Target sequence (P55212 194-293 limits assumed): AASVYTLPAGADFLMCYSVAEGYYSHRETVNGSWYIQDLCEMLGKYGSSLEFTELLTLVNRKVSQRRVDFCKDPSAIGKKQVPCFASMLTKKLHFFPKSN
PAX8 reporter = lowers PAX8-driven luciferase in RMG-I cells | actives 1.2% (n = 360,000) | inhibition, % at 12.6 µM | RMG-I TPO-luciferase reporter, SteadyGlo, 24 h;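 active means mean replicate inhibition at least 60% with every replicate also reaching 60%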;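 further: luciferase light reporting Pax8 driven TPO promoter activity; plate controls were median of neutral control wells for no effect and mitoxantrone controls for full effect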
EWS-Fli block = blocks EWS/Fli oncoprotein-driven transcription; A673 NR0B1-luciferase reporter, viability-normalised; inhibition, % at 12.6 µM; AID 651661; actives 0.67% (n = 350,000);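 active means mean inhibition of at least 50% after viability correction, with every replicate also passing that limit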;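 further: firefly luciferase signal divided by Alamar Blue viability fluorescence both relative to DMSO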
FN deposit inh = fibronectin deposition inhibition | AH1F fibroblasts, Alexa488-fibronectin deposition fluorescence, overnight | actives 0.086% (n = 350,000) | AID 743247 | inhibition, % at 12.6 µM;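 active means mean inhibition across replicates of 30% or more, regardless of how many single replicates reach that level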;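 further: positive control wells lacked labelled fibronectin entirely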
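Material: AH1F fibroblast monolayer depositing Alexa488-labelled fibronectin into matrix | Input: 10000 AH1F cells/well | Medium: DMEM plus 2% serum, read in PBS | Reagent: Alexa488-fibronectin, 24 nM final in well | Compound dosing: One dose per compound, pinned | Schedule: 1 h adhesion, overnight exposure | Measured by: Fluorescence at 485 nm excitation, 525 nm emission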
Cneo AK release = causes C. neoformans cell lysis; adenylate kinase release luminescence, 4 h; normalised: neutral wells 0, clomiphene wells 100; lysis activity, % at 15 µM; actives 0.2% (n = 360,000); AID 651654;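 active means mean lysis activity across replicates of at least 80%, whatever share of replicates individually reach that level; inactive means mean lysis activity below 80%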
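Material – Cryptococcus neoformans yeast cells · Quantity – 5 × 10^6 yeast cells/mL · Buffer or medium – YPD medium · Compound – single dose · Timing – 4 h static compound exposure, 37 °C, read 1 h post-reagent · Signal – adenylate kinase release luminescence · Read-out basis – lysis from increased AK signal · Benchmarks – Clomiphene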
miR-122 sensor = inhibitors of miR-122 in Huh7 cells. AID 602342. Huh7 miR-122 Renilla luciferase sensor, 48 h; neutral wells = 0, positive control = 100. actives 0.3% (n = 340,000). activation (reporter increase), % at 12.5 µM;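 active means mean replicate activation score at least 90 and every replicate individually at or above 90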;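 further: higher luciferase means less miR-122 activity so hits act as miR-122 inhibitors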
Active calls of the source: *; . = no result given; [ ] = another dose, or the depositor's remark.

Fields: PGC1a acetyl inh, LGR2 antag, Casp6 inh, PAX8 reporter, EWS-Fli block, FN deposit inh, Cneo AK release, miR-122 sensor
> Cc1[nH]c(=O)c(C#N)c(C)c1CSc1ncccn1
    -1, -44, -2, -1, 2, 1, 1, .
> Cc1ccc(Cl)cc1N1CCN(C(=O)c2noc(C(C)C)c2[N+](=O)[O-])CC1
    ., 9, 3, 119*, 56*, 5, -2, .
> C[C@@H]1CN([C@@H](C)CO)C(=O)CCCn2nncc2CO[C@@H]1CN(C)CC1CCCC1
    5, -13, -1, -12, -3, -4, -4, 1[16.7 µM]
> C[C@@H]1CN([C@H](C)CO)C(=O)c2cc(NC(=O)CCCN(C)C)ccc2O[C@@H](C)CCCCO[C@H]1CN(C)S(=O)(=O)c1cccs1
    0, 2, 2, -30, -12, ., ., .
> C[C@@H]1CN([C@@H](C)CO)C(=O)c2cc(NC(=O)Nc3ccc(C(F)(F)F)cc3)ccc2O[C@@H](C)CCCCO[C@@H]1CN(C)C(=O)Nc1ccccc1
    16, 1, -1, -12, -7, ., ., .
> CN(C)C(=O)c1ccc(-c2ccc([C@H]3[C@@H](CO)N4CCCCN(Cc5cccnc5)C[C@H]34)cc2)cc1
    4, 4, -8, -25, -10, ., 2, -1[16.7 µM]
> CO[C@H](CN(C)C(=O)C1CCOCC1)[C@@H](C)CN(C(=O)Nc1ccc(F)cc1)[C@H](C)CO
    7, 0, 1, ., -20, 4, -5, .
> COc1ccc(C)cc1NC(=O)C(NCC(O)c1ccccc1)c1ccccc1 (stereo unspecified)
    2, 6, 1, 25, 10, 1, -1, 3
> Cc1ccc(S(=O)(=O)NCCc2cc3ccc(C)cc3[nH]c2=O)cc1
    ., -3, 1, 7, 6, 4, -2, .
> Cc1cc(C)cc(NC(=O)N2CCCN(Cc3c(F)cccc3Cl)CC2)c1
    -10, ., -4, -3, 0, 5, 3, -11

Brought forward from above: 3 compounds; new compounds follow.
Fields: PGC1a acetyl inh, LGR2 antag, Casp6 inh, PAX8 reporter, EWS-Fli block, FN deposit inh, Cneo AK release, miR-122 sensor
> COc1ccc(C)cc1NC(=O)C(NCC(O)c1ccccc1)c1ccccc1 (stereo unspecified)
    2, 6, 1, 25, 10, 1, -1, 3
> Cc1ccc(S(=O)(=O)NCCc2cc3ccc(C)cc3[nH]c2=O)cc1
    ., -3, 1, 7, 6, 4, -2, .
> Cc1cc(C)cc(NC(=O)N2CCCN(Cc3c(F)cccc3Cl)CC2)c1
    -10, ., -4, -3, 0, 5, 3, -11
> Cc1cc(C)nc(NC(=O)c2ccccc2O)n1
    -2, 10, 0, 3, -1, 8, -1, -7
> COc1ccc(C2CC(=O)Oc3cc(C)cc(C)c32)cc1 (stereo unspecified)
    9, -10, 1, 17, 0, ., 1, -3
> CN(C)C(=O)C[C@H]1CC[C@@H](NS(=O)(=O)c2ccccc2)[C@H](CO)O1
    0, 5, 1, -6, -2, 1, -11, 9[16.7 µM]
> Cc1ccccc1OC(=O)c1cccc(S(=O)(=O)N2CCN(C)CC2)c1
    -1, -2, -1, -13, -2, 3, 6, 15
> FC(F)(F)c1nnc2n1N=C(c1cccs1)CS2
    -8, -33, 9, 2, 0, ., -1, .
> COc1ccc(Cc2nnc(NC(=O)c3c(-c4ccccc4)noc3C)s2)cc1OC
    -3, -17, -1, 4, 6, -4, -3, -5
> CC[C@@H](NC(=O)[C@@H](Cc1ccccc1)NC(=O)CC[C@H]1O[C@@H](n2ccc(=O)[nH]c2=O)[C@H](O)[C@@H]1O)c1ccccc1
    5, -14, -1, -14, -1, -4, 1, 2
> CC(C)NC(=O)N(Cc1ccc(Cl)cc1)Cc1cccs1
    -4, -7, 1, -6, -4, 3, ., .
> CC(=O)c1ccc(S(=O)(=O)N(C)CCCC(=O)N2CCN(c3ncccn3)CC2)cc1
    ., -5, 1, -7, 1, -5, 5, .
> Brc1ccc(CN2CCN(c3ccccc3)CC2)o1
    9, -1, -3, 32, 10, 2, -2, -10
> CCCOc1ccc(C(=O)Nc2ccc(S(=O)(=O)N3C[C@@H]4C[C@@H](C3)c3cccc(=O)n3C4)cc2)cc1
    -16, -2, -1, ., 9, ., 0, 3
> C[C@H]1C[C@H]2[C@@H]3CCC4=CC(=O)C=C[C@]4(C)[C@@]3(F)[C@@H](O)C[C@]2(C)[C@@]1(O)C(=O)CO
    2, 14, -1, -23, -5, 4, 0, 2
> COc1cccc(C#Cc2ccc3c(c2)O[C@H](CN(C)C(=O)c2ccccn2)[C@H](C)CN([C@@H](C)CO)S3(=O)=O)c1
    6, 16, ., 7, 6, 3, 41, 8[16.7 µM]
> CCOc1ccc(OCC)c(S(=O)(=O)NNC(=O)c2c(C)nc3ccccn23)c1
    -6, 20, 0, 86*, 10, 5, 6, 4
> CC(=O)Nc1ccc(S(=O)(=O)N(Cc2cc3ccc(C)cc3[nH]c2=O)CC2CCCO2)cc1 (stereo unspecified)
    -1, 5, 0, -6, -2, -2, -1, 1
> C[C@@H]1CN([C@@H](C)CO)C(=O)c2cccc(NC(=O)C3CC3)c2O[C@@H]1CN(C)Cc1ccc(C(F)(F)F)cc1
    -9, -18, -2, ., 6, ., 9, 12[16.7 µM]
> CCOc1ccccc1N1CCN(CC(=O)NC(C)c2ccccc2)CC1 (stereo unspecified)
    -3, -6, 1, 49, -1, 8, -2, 0
> C[C@H](O)C#Cc1ccc2c(c1)O[C@H](CN(C)CC1CC1)[C@@H](C)CN([C@H](C)CO)S2(=O)=O
    3, 1, ., ., -2, ., ., 9[16.7 µM]
> S=C(Nc1ccc2[nH]ccc2c1)NC1CCCCC1
    0, ., -4, -155, -114, 1, -11, 7
> O=C(Nc1ccccc1Oc1ccccc1)C1=COCCO1
    ., -3, -6, 1, ., ., 0, .
> CN1CCC(N(C)C(=O)c2ccc(Cl)c(S(=O)(=O)N3CCCCC3)c2)CC1
    8, -1, -7, -2, -2, 3, 2, 3
> C[C@@H]1CN([C@H](C)CO)C(=O)c2cc(NC(=O)CCCN(C)C)ccc2O[C@H]1CN(C)Cc1ccc(Oc2ccccc2)cc1
    1, 22, -42, 2, ., ., 6, -4[16.7 µM]
> C=CC[C@]1(C(=O)NCc2ccccc2)N=C(c2ccc(OCCCO)cc2)O[C@H]1c1ccccc1
    ., ., 2, 0, 10, ., -3, .
> CCn1c(CC(=O)Nc2ccccc2F)nnc1SCC(=O)NC1CCCC1
    ., 3, -1, 15, 3, -1, -4, -3
> C[C@H](NC(=O)c1nc[nH]c1C(=O)NC(c1ccccc1)c1ccccc1)C(=O)OC(C)(C)C
    6, 8, 2, -5, 1, 3, -2, -6
> C[C@@H]1CN([C@@H](C)CO)C(=O)c2cccc(NC(=O)c3cnccn3)c2O[C@@H]1CN(C)Cc1ccc(C(F)(F)F)cc1
    -4, 3, 3, -17, -1, ., -13, 5[16.7 µM]
> C[C@@H]1CN([C@@H](C)CO)C(=O)c2cc(NS(C)(=O)=O)ccc2O[C@@H](C)CCCCO[C@@H]1CN(C)C(=O)Nc1ccccc1
    -7, 33, 2, 0, -7, 3, -1, 1[16.7 µM]
> CN(CCc1ccccc1)C(=O)c1ccc(NC(=O)Cc2cccc(NC(=O)C3CCN(C(=O)C4CCCC4)CC3)c2)cc1
    -7, -18, -1, 5, 3, -1, 3, -1
> CC(C)CC1C(=O)N(Cc2cn(Cc3ccco3)nn2)CCS(=O)(=O)N1Cc1ccc(-c2ccncc2)cc1 (stereo unspecified)
    -11, 2, 2, 14, 11, -6, ., -4
> CN(C)CC(=O)N[C@H]1CC[C@H](CCn2cc(C3CCCC3)nn2)O[C@H]1CO
    11, -4, 0, -21, -1, -3, 0, .
> CCN(CC(=O)N1CCCC1)S(=O)(=O)c1ccc(F)cc1
    ., 0, 0, -3, 5, -13, -1, -3
> C=CCOC(=O)C1=C[C@@H](c2ccc(C(F)(F)F)cc2)C[C@@H](OCc2ccc(CO)cc2)O1
    -11, 7, 4, -16, 5, -6, -1, -25
> COc1ccc(Cl)cc1NC(=O)C1COc2ccccc2O1 (stereo unspecified)
    ., -52, 2, -33, 7, 3, ., .
> COc1ccc(NC(=O)Nc2ccc3c(c2)C(=O)N([C@@H](C)CO)C[C@@H](C)[C@@H](CN(C)Cc2ccccc2)OCCCC[C@@H](C)O3)cc1
    1, 0, -1, 22, 0, 2, -1, 2[16.7 µM]
> C[C@H]1CN([C@@H](C)CO)C(=O)c2cc(C#Cc3ccncc3)cnc2O[C@@H]1CN(C)C(=O)c1ccccc1F
    -6, 27, -4, 9, 3, -5, 1, -2[16.7 µM]
> O=C(C1CC(=O)N(C2CCCC2)C1)N1CCN(c2ccccc2F)CC1 (stereo unspecified)
    -13, 12, -3, 1, -1, -1, -1, -8
> COc1cccc(/C=N/NC(=O)c2ccc(=O)n(C)c2)c1OC
    ., -20, 1, 25, 6, 5, 0, 10
> CC(=O)Nc1ccc(S(=O)(=O)N2CCN(Cc3ccncc3)CC2)cc1
    2, ., ., ., ., -3, -1, 5
> COc1cc2c(c(OC)c1OC)-c1ccc(SC)c(=O)cc1C(NC=O)CC2 (stereo unspecified)
    13, 20, 0, 100*, 62*, -28, ., -6
> O=C(OCCN1CCOCC1)c1cccc(F)c1
    ., 1, -9, 2, 2, -1, 0, .
> O=C(O)c1ccc2c(=O)n3c(nc2c1)/C(=C/c1ccc(Cl)c(Cl)c1)CC3
    -4, 10, 0, 8, 5, 5, 2, -6
> O=C(NC1CCCCC1)C1(S(=O)(=O)c2ccc(Cl)cc2)CC1
    0, 3, 0, 3, -8, 6, 1, 1
> Fc1ccccc1N1CCN(c2ncnc3nc[nH]c23)CC1
    1, -26, -7, -5, -9, 6, 0, 4
> Cc1ccccc1S(=O)(=O)N1CC[C@@H]2[C@@H](CO)Nc3ccc(-c4cccc(C#N)c4)cc3[C@@H]21
    7, -4, ., 13, 8, 17, 40, 33[16.7 µM]
> O=C(c1cc2ccccc2o1)N1CCN(c2cccc(C(F)(F)F)c2)CC1
    ., 7, -2, -6, 1, ., 1, .
> CCc1nc2ccc(C(=O)NCCCn3ccnc3)cn2c1N(CC)CCOC
    5, 4, -11, -5, 1, -2, 0, 4
> O=S(=O)(c1ccc(Br)cc1F)N1CCCCC1CCO (stereo unspecified)
    ., 10, 2, -13, -3, 3, -3, 1
> CN(C)C(=O)c1cccc(-c2cccc(-c3nc(C(=O)N4CCOCC4)cc4c3[C@H](CCO)N([S@@](=O)C(C)(C)C)C4)c2)c1
    7, 11, 7, -6, -9, 0, 6, .
> COc1ccc(C2c3[nH]c4ccccc4c3C[C@H]3C(=O)N(C4CCN(Cc5ccccc5)CC4)CC(=O)N23)cc1OC (stereo partly specified)
    -1, 4, -2, 3, 13, -3, 3, -6
> COc1ccc(N2CSC3=C(C#N)C(c4cccc(OC)c4OC)CC(=O)N3C2)cc1 (stereo unspecified)
    4, ., 5, -24, -17, 13, 1, -3

Going on with the list.
Fields: PGC1a acetyl inh, LGR2 antag, Casp6 inh, PAX8 reporter, EWS-Fli block, FN deposit inh, Cneo AK release, miR-122 sensor
> COc1ccc(CNC(=O)C[C@@H]2C[C@H]3c4cc(NS(C)(=O)=O)ccc4O[C@H]3[C@@H](CO)O2)cc1
    -11, 5, 1, ., -7, -19, 8, 5[16.7 µM]
> COc1ccc(CNC(=O)CN(Cc2ccccc2)C(=O)c2csnn2)cc1
    3, ., ., 15, ., -2, -5, -9
> Cc1cccc(CC(=O)NC2CCS(=O)(=O)C2)c1 (stereo unspecified)
    ., 4, -2, 0, 1, -3, -3, -2
> O=C(COC(=O)/C=C/c1ccc(Cl)cc1)NC1CCCC1
    -1, -2, -1, -5, 2, 6, 1, -4
> O=C(/C=C/c1ccccc1)CCN1CCCCC1
    -24, 16, -3, 6, 9, 22, 0, .

Source: PubChem (Broad Institute)
